Compound activity: PubChem BioAssay, National Center for Advancing Translational Sciences (NCATS)
BRCA1 expr up = BRCA1 expression activation | MCF7-BRCA1-FFLuc reporter, luminescence, 48 h; response scale: scaled: vehicle 0%, 10 µM genistein 100% | 380,000 tested, 1.1% active | Potency, µM (top dose mostly 46.1 µM), for inactives: top-dose activation, hits mostly activators; active means well fitted activation curve with a large enough effect; inconclusive means small, poorly fitted or top-dose-only effect; inactive means no such curve, though single readings can be large or run the other way; further: nearly all actives have a fitted effect of over 80% in size; some results filed as inactive show a strong effect at the top dose
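Luminescence from a BRCA1-driven firefly luciferase in MCF7 cells was read after 48 h compound exposure at 37 C. Data normalized against DMSO and a 10microM genistein activation control, then curve-fitted across the titration.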
An asterisk follows results filed as active; u = inconclusive; & = joins results of further samples. Potency means the concentration at half of the fitted maximal effect. A portion of the library (hit frequency here may not be typical).

SMILES | BRCA1 expr up
COc1ccc(-c2ccc(CN3C(C(C)C)C(=O)N(Cc4cn(CCC5OCCO5)nn4)CCS3(=O)=O)cc2)cc1 (stereo not drawn) | -57%
CCCNC(=O)C1(C)CCN(Cc2ccc(Cl)c(Cl)c2)C1 (stereo not drawn) | 21%
CCN1CCCC1CNC(=O)c1ccc2c(c1)NC(=O)/C(=C\c1ccccc1F)S2 (stereo not drawn) | -51%
Cc1ccc(CN2C(=O)C(C)Oc3ccc(C)cc32)cc1 (stereo not drawn) | 11%
Cc1cccc(S(=O)(=O)N(C)C[C@H]2OCc3cn(nn3)CCCC(=O)N([C@@H](C)CO)C[C@@H]2C)c1 | 16%
CC1(C(=O)NCc2ccc3c(c2)OCO3)CCN1C(=O)Cc1cccc2ccccc12 (stereo not drawn) | 16%
CCOC(=O)C1=C(C)NC(C)=C(C(=O)OCC)C1C(=O)OCC(=O)Nc1ccc(NC(C)=O)cc1 | -9%
c1nc(NCC2CCCO2)c2[nH]cnc2n1 (stereo not drawn) | -2%&1%&4%
CC1(C(=O)NS(=O)(=O)c2ccccc2Cl)CCN1C(=O)C1(c2ccc(Cl)cc2)CC1 (stereo not drawn) | 7%
C=CC[C@H]1C(C(=O)OCC)=CC[C@@H](c2ccccc2)N1S(=O)(=O)c1ccc(C)cc1 | 0%
Cc1ccc2nc(-c3ccc(C)o3)c(Nc3ccc4c(c3)OCO4)n2c1 | 38%
CCCCN(C=O)c1c(CC)nc2ccc(C(=O)Nc3cc(-c4ccccc4)ccc3OC)cn12 | -62%
O=C(Nc1ccc2c(c1)OCCO2)C(c1ccnc2ccccc12)N1CCC(Cc2ccccc2)CC1 (stereo not drawn) | -13%
O=S(=O)(c1ccc(Cl)cc1)N1CCN(c2nc(-c3ccccc3)nc3ccccc23)CC1 | 10%
Cc1cccc(C(=O)OCC(=O)NCc2ccc(Cl)cc2)c1 | 2%

Shown as labelled records: 2 of the compounds above
CC1(C(=O)NS(=O)(=O)c2ccccc2Cl)CCN1C(=O)C1(c2ccc(Cl)cc2)CC1 (stereo not drawn)
  BRCA1 expr up = 7%

Cc1cccc(S(=O)(=O)N(C)C[C@H]2OCc3cn(nn3)CCCC(=O)N([C@@H](C)CO)C[C@@H]2C)c1
  BRCA1 expr up = 16%

For reference, four of the compounds above.
SMILES | BRCA1 expr up
CCCCN(C=O)c1c(CC)nc2ccc(C(=O)Nc3cc(-c4ccccc4)ccc3OC)cn12 | -62%
O=C(Nc1ccc2c(c1)OCCO2)C(c1ccnc2ccccc12)N1CCC(Cc2ccccc2)CC1 (stereo not drawn) | -13%
O=S(=O)(c1ccc(Cl)cc1)N1CCN(c2nc(-c3ccccc3)nc3ccccc23)CC1 | 10%
Cc1cccc(C(=O)OCC(=O)NCc2ccc(Cl)cc2)c1 | 2%

2 entries from above, as labelled records:
O=C(Nc1ccc2c(c1)OCCO2)C(c1ccnc2ccccc12)N1CCC(Cc2ccccc2)CC1 (stereo not drawn)
  BRCA1 expr up: -13%

CCCNC(=O)C1(C)CCN(Cc2ccc(Cl)c(Cl)c2)C1 (stereo not drawn)
  BRCA1 expr up: 21%

Next part
SMILES | BRCA1 expr up
CC(C)C[C@H]1CNC(=O)C(=O)N1C[C@@H]1CCCN1C[C@H](Cc1ccc(O)cc1)N1C[C@H](Cc2ccccc2)N(CC2CCCCCC2)C(=O)C1=O | -29%
CCCCN(C=O)c1c(CC)nc2c(OCc3cccc(Cl)c3)cccn12 | -22%
CN(CC(=O)Nc1ccc(F)cc1)C(=O)c1ccc(-c2ccc(F)cc2)o1 | -3%
CC1(C(=O)NS(=O)(=O)C2CC2)CCCN(C(=O)c2ccccc2C(F)(F)F)C1 (stereo not drawn) | 10%
CCc1nc2c(OCc3ccc(C(=O)OC)cc3)cccn2c1N(C)C(=O)c1ccc(C)cc1 | -29%
O=C(NC1CCCC1)C1c2ccccc2OCC(=O)N1CCCN1CCOCC1 (stereo not drawn) | 0%
CC(C)Cc1ccc(-c2cc3nc(NCCCn4ccnc4)ccn3n2)cc1 | 10%
NC(COCc1ccccc1)c1csc(Nc2cc(NCCCO)ncn2)n1 (stereo not drawn) | 17%
Cc1cccc(C)c1-n1nnnc1C(c1cccs1)N1CCN(C/C=C/c2ccccc2)CC1 (stereo not drawn) | 0%
COc1ccc(CCN2C(=O)CCC3=C2CCCC3=O)cc1OC | 17%
Cn1cc(/C=C/c2ccnc3ccccc23)c2ccccc21 | 0%
CSCCC(C(=O)Nc1c(C)cccc1C)N(Cc1ccccc1)Cc1ccccc1 (stereo not drawn) | 0%
CC1(c2cccc(N)c2)OCCO1 | 5%
COc1ccc(-c2coc3c(C(=O)NC(C)C)cccc23)c(C)c1 | 15%
CC(=O)NCCNc1nc2cc(-c3ccccc3CO)sc2c(=O)n1C | 12%
Cc1ccc(NC(=O)CSc2nnc3n2CCCCC3)cc1S(=O)(=O)N1CCOCC1 | -5%
COc1ccc2oc3cc(Cl)ccc3c(=O)c2c1 | -7%
CC(=O)Oc1ccc2nonc2c1OC(C)=O | 3%
COc1ccc(CNC(=O)c2ccc(-c3c(C)noc3C)c3ccoc23)cc1OC | -54%
C[C@@H]1CN([C@@H](C)CO)S(=O)(=O)c2ccc(C#Cc3cccc(F)c3)cc2O[C@H]1CN(C)S(=O)(=O)c1cn(C)cn1 | -47%
CCOC(=O)Nc1ccc(/C=C/c2ccnc3ccccc23)cc1 | -39%
Cc1ccc(S(=O)(=O)N2CCCCC2)cc1NC(=O)CCNC(=O)c1ccccc1Cl | -6%
Cc1cccc(NC(=O)C(C)OC(=O)CNC(=O)C2CCCCC2)c1 (stereo not drawn) | -16%
C#CCN(C[C@@H]1[C@@H](OC(=O)NCc2ccccc2)[C@@H](OC(=O)NCc2ccccc2)CN(C(=O)OC(C)C)N1C(=O)OC(C)C)S(=O)(=O)c1ccc(C)cc1 | -5%
COC(=O)N1CCCCC1c1cc(C(=O)Nc2ccc(OC)cc2C)no1 (stereo not drawn) | 4%
COc1ccc(C2OC(CCc3ccccc3)Cc3[nH]c(=S)[nH]c(=O)c32)cc1 (stereo not drawn) | -32%
COC(=O)c1ccc2nc(-c3ccc(OC)c(OC)c3)c(CC3CCCCC3)n2c1 | 0%
COc1cccc(C(NC(C)=O)c2nc(-c3ccoc3)cs2)c1 (stereo not drawn) | 3%
Cc1ccc(OCCCCn2c(CCNC(=O)C3CCCCC3)nc3ccccc32)cc1 | 5%
CC(=O)Nc1cc(-c2cccc(C(=O)NCCO)c2)cn2c(-c3cccc(C(F)(F)F)c3)cnc12 | -21%
CCCC(=O)Nc1nnc(SCC(=O)Nc2ccc(OCC)cc2)s1 | 17%
CC(=O)c1cccc(-c2ccnc3c2CC(C(=O)NCC2CCOCC2)O3)c1 (stereo not drawn) | -39%
Cc1cccc(C(O)c2cnc(C)n2Cc2ccccc2)c1 (stereo not drawn) | 2%
COc1ccc(CCN2CC(=O)NC(=O)C2)cc1OC | -10%
CCCCCC(=O)N1C[C@H](n2cc(C3CC3)nn2)[C@@H](O)C[C@@H]1c1ccc(C)cc1 | 3%
COc1ccc(NC(=O)c2cccc3c(-c4ccc(OC)cc4C)coc23)cc1 | 38%
Cc1ccc(-c2ccc(CN3C(C)C(=O)N(Cc4cn(CCC5OCCCO5)nn4)CCS3(=O)=O)cc2)cc1 (stereo not drawn) | -9%
COc1ccc(/C=C2/SC(=S)N(CCC(=O)Nc3cccnc3)C2=O)cc1OC | 2%
C[C@H]1CN([C@@H](C)CO)C(=O)CCCn2nncc2CO[C@H]1CN(C)S(=O)(=O)c1ccc(F)cc1 | 7%
CCc1ccccc1Oc1nc2cc(-c3cccc(OC)c3)sc2c(=O)n1C | -6%
CC(C)C(=O)Nc1nc2c(ncn2[C@H]2CC(O)[C@@H](CO)O2)c(=O)[nH]1 (stereo partly drawn) | -67%
FC(F)(F)c1cc(Cl)c2nc(-c3cccc(Cl)c3)c(Cc3cccc(Cl)c3)n2c1 | -7%
CC1(C)ON=C(c2cccc(F)c2)NC1=O | 9%
CC(C)n1nnnc1C1c2ccccc2C(=O)N1Cc1cccc(F)c1 (stereo not drawn) | 25%
CC1(C(=O)NS(=O)(=O)Cc2ccccc2)CCN1C(=O)CCc1ccccc1 (stereo not drawn) | 9%
COC(=O)[C@H]1C[C@@]2(O)CN(S(=O)(=O)c3ccc(C)cc3)C[C@@]2(OC(=O)NC2CC2)C[C@H]1C(=O)OC | -9%
Cc1ccc(Cc2c(-c3ccc(F)cc3)nc3ccc(Cl)cn23)cc1 | 11%
O=C1NC[C@H](CCCCN2C[C@H](Cc3ccc(O)cc3)N(CC3CCCCC3)C(=O)C2=O)N(CCc2ccccc2)C1=O | 11%
CCOc1nc(C#N)nc(N(c2ccccc2)c2ccccc2)n1 | -6%
CC1(C(=O)NS(=O)(=O)c2cccc(F)c2)CCN1C(=O)Cc1cc(F)ccc1F (stereo not drawn) | 20%
CSc1ccc(Cn2c(C)c(C(=O)NCc3cccc(C(F)(F)F)c3)sc2=O)cc1 | -28%
CC(C)NC(=O)C1(C)CCCN1C(=O)c1ccccc1Br (stereo not drawn) | -6%
Cc1ccc(-c2cnc3c(Nc4cccc(OC(F)(F)C(F)F)c4)nccn23)cc1 | 1%
CC(C)N1CCC(C)(C(=O)Nc2ccc(-n3cccc3)cc2)C1 (stereo not drawn) | -11%
CC(C)NC(=O)N(C)C[C@@H]1Oc2ncc(-c3cccc(C#N)c3)cc2C(=O)N([C@H](C)CO)C[C@@H]1C | 2%
CCOC(=O)[C@]12CCC=C1N(Cc1ccco1)C(=O)[C@H](CC(=O)NCCc1ccccc1OC)C2 | -2%
CC(=O)Nc1ccc(C=Cc2ccc([N+](=O)[O-])cc2)cc1 | 1.8µM*
CC(C)CCOc1ccc(CC(=O)NO)cc1 | -1%
Cc1cc2oc(C(=O)NCC(c3ccco3)N3CCCC3)c(C)c2cc1C (stereo not drawn) | 2%
COc1ccc(CNC(=O)c2ccc3nc(C)c(N(C)Cc4ccc(NC(C)=O)cc4)n3c2)cc1 | -16%
Continued:
SMILES | BRCA1 expr up
COc1ccc(C(=O)NCC[N+](C)(C)C)cc1 | 10%
O=C(NCC1CCOCC1)C1Cc2c(-c3ccccc3Oc3ccccc3)ccnc2O1 (stereo not drawn) | -14%
O=S1(=O)CC(N2CCN(CC3CC3)CC2)CN1C1CCCCC1 (stereo not drawn) | 12%
CCCCn1nnnc1C(c1ccccc1)N1CCN(c2cccc(C(F)(F)F)n2)CC1 (stereo not drawn) | -13%
CCOC(=O)N1CCN(Cc2nc(-c3ccc(OC)cc3)no2)CC1 | -32%
CC(C)C(=O)N1CCC1(C)C(=O)NS(=O)(=O)c1cccs1 (stereo not drawn) | -6%
COc1ccc(F)cc1-c1cc(C(=O)Nc2ccc(C)c(NS(C)(=O)=O)c2)[nH]n1 | -16%
C[C@@H]1CN([C@@H](C)CO)C(=O)CCCn2nncc2CO[C@H]1CN(C)C(=O)CCC(F)(F)F | -2%
CC1CCC(NC(=O)c2nn(C)c(=O)c3ccccc23)CC1 (stereo not drawn) | -14%
COc1ccc(C2=NN(CCC(=O)NC3CCCCC3C)C(=O)CC2)cc1 (stereo not drawn) | -14%
CN(C(=O)CSc1nnc(C(F)(F)F)n1C)c1c(N)n(Cc2ccccc2)c(=O)[nH]c1=O | 6%
Cn1c(=O)c2c(-c3ccccc3)n(-c3cc(Cl)c([N+](=O)[O-])cc3O)cc2n(C)c1=O | -14%
COC(=O)[C@@]1(Sc2ccccc2)CC(=O)N[C@@H]1c1ccccc1 | 14%
CC12CCCC(=O)C1CCC(=Cc1ccco1)C2=O (stereo not drawn) | 1%
C[C@H](O)C#Cc1cnc2c(c1)C(=O)N([C@H](C)CO)C[C@@H](C)[C@H](CN(C)C(=O)Nc1ccc(C(F)(F)F)cc1)O2 | 2%
COc1ccc(CCN2C(=O)COc3ccccc3C2C(=O)NC(C)(C)C)cc1OC (stereo not drawn) | 79%
Cc1cc(F)cc(-c2cc(C(=O)NCc3ccccn3)[nH]n2)c1 | -6%
CN[C@H]1C[C@H]2c3cc(N4CCN(C)CC4)ccc3CCN2C(=O)[C@H]1[C@H](C)O | -5%
C[C@@H]1c2ccccc2N2C[C@H](Cc3ccc(C(=O)c4ccccc4)cc3)C[C@@H]12 | 9%
CC1(C)CC(=O)C=C(c2n[nH]nc2C2CC2)C1 | 18%
CN1CCN(C(=O)c2ccc(-c3nn(C)c(=O)c4ccccc34)cc2)CC1 | -32%
C[C@@H]1CN([C@@H](C)CO)C(=O)CCCn2cc(nn2)CO[C@H]1CN(C)S(=O)(=O)c1ccc2c(c1)OCCCO2 | 0%
CCCCNC(=O)C1(C)CCN1C(=O)c1cc(-c2cccs2)oc1C (stereo not drawn) | -21%
CN1CCN(c2ccc(CNC(=O)c3ccc(-c4cnn(C)c4)c4ccoc34)cc2)CC1 | 21%
S=c1[nH]c(=S)c2[nH]cnc2[nH]1 | -25%
OC[C@H]1O[C@@H](c2nc(-c3nc(-c4ccc(F)cc4)no3)cs2)[C@H](O)[C@@H]1O | u
COc1ccc(C(=O)N2CCC(C)(C(=O)O)C2)cc1OC (stereo not drawn) | 14%
COc1ccccc1Cc1c(-c2cccc(Br)c2)nc2c(C)cc(Br)cn12 | 0%
O=C1c2cccc(-c3ccc(C(F)(F)F)cc3)c2C2CCCCN12 (stereo not drawn) | -1%
CCOC(=O)[C@]12CCCC=C1N(Cc1ccc(Cl)cc1Cl)C(=O)[C@H](CC(=O)N1CCOCC1)C2 | -6%
Cc1cn([C@H]2C[C@H](O)[C@@H](CNCc3cc(Cl)ccc3OCc3ccc(Cl)cc3)O2)c(=O)[nH]c1=O | -7%
COc1ccc(C(O)c2nc(-c3ccc(OC)nc3)cs2)cc1 (stereo not drawn) | 10%

Ordered by length of the SMILES (lowest first): part of the list above.
SMILES | BRCA1 expr up
COc1ccc(C(O)c2nc(-c3ccc(OC)nc3)cs2)cc1 (stereo not drawn) | 10%
CCc1ccccc1Oc1nc2cc(-c3cccc(OC)c3)sc2c(=O)n1C | -6%
COc1ccc(CNC(=O)c2ccc3nc(C)c(N(C)Cc4ccc(NC(C)=O)cc4)n3c2)cc1 | -16%
